# Screening results (PubChem BioAssay)
# KAT2A inh – blocks human GCN5L2 histone acetyltransferase. Q92830. GCN5L2 HAT assay, ThioGlo1 CoA-SH fluorescence. Potency, µM (series often up to 58.9 µM), inactives show top-dose activity change, negative = inhibition, actives largely listed as inhibitors. 0.21% of 390,000 active
# Target sequence (Q92830 whole entry, looked up): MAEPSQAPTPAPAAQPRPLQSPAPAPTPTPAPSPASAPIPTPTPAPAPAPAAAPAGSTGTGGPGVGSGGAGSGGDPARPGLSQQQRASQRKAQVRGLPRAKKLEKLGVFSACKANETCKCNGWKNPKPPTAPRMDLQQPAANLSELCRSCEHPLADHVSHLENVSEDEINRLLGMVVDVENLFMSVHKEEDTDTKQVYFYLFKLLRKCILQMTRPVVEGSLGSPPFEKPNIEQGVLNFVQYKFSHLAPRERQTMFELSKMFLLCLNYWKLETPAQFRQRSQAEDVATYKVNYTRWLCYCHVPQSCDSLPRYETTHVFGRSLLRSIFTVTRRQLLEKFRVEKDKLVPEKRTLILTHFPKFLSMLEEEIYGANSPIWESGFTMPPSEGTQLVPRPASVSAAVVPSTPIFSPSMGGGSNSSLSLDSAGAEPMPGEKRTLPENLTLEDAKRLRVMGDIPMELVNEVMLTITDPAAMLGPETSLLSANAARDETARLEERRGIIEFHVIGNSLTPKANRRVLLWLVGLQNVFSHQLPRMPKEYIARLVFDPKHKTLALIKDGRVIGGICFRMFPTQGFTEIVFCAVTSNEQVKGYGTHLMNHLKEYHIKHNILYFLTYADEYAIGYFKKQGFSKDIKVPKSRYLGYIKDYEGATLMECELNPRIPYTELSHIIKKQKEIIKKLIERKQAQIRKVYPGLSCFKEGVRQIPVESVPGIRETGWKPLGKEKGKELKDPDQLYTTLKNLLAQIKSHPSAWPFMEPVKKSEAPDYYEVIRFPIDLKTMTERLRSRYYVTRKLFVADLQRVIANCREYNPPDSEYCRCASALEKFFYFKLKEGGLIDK
#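 Fluorescence readout, Ex340nm/Em540nm: ThioGlo1 (50uM final) reacts with free CoA thiol released as 20nM GCN5L2 acetylates H3(1-25) peptide (75uM) using acetyl-CoA (70uM). Compound and enzyme sat 15 min beforehand; 20 min room-temperature reaction.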
# TDP1 block – inhibitors of human tyrosyl-DNA phosphodiesterase TDP1. Potency, µM (titrated, usually from 130 µM), for the others: top-dose activity change, negative = inhibition, hits mostly inhibitors. 0.28% of 350,000 active. Q9NUW8. recombinant TDP1, AlphaScreen DNA substrate cleavage. AID 485290; further: nearly all actives have a fitted effect of over 40% in size
#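 Signal: AlphaScreen proximity between streptavidin donor and anti-FITC acceptor beads on intact substrate. Reaction: Tdp1 1 nM, substrate 15 nM final, 5 min RT after 15 min compound preincubation.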
# TDP1 cell noCPT – qHTS for Inhibitors of human tyrosyl-DNA phosphodiesterase 1 (TDP1): qHTS in cells in absence of CPT. 15% of 420,000 active. Potency, µM (titrated, usually from 46.2 µM), inactives show top-dose activity change, negative = growth inhibition, most hits filed as inhibitors. AID 686978, 2013. DT40 Tdp1-/- hTDP1 cells, no CPT, ATP luminescence, 48 h; further: nearly all actives have a fitted effect of over 55% in size
#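 Camptothecin absent (DMSO only). Human TDP1-complemented DT40 knockout cells, 400 cells/well, 37 °C for minimum 48 hr; ATP measured via CellTiter-Glo, 30 min dark incubation, luminescence.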
# An asterisk follows results filed as active; ? = inconclusive; · = no result given; & = joins results of further samples; [ ] = another dose, or the depositor's remark. The call rests on the fitted dose curve; in most records, active means well fitted curve in the direction sought with a large enough effect; inconclusive means small, poorly fitted or top-dose-only effect, or another doubt; inactive means no such curve, though single readings can be large; an effect the other way counts as inactive or inconclusive. On the % scale 0 is the no-effect control and ±100 the full control effect; potency means the concentration at half of the fitted maximal effect.
[1] CC(=O)c1ccc(NC(=O)COC(=O)CCc2ccc(S(=O)(=O)N3CCOCC3)cc2)cc1
[2] Cc1ccc(C(=O)OCC(=O)Nc2ncc(Cl)cc2Cl)cc1NC(=O)c1ccco1
[3] Cc1ccn2cc(CSc3ccccc3N)nc2c1
[4] CCOC(=O)c1c(C)oc2nc(C)nc(NCC3CCN(Cc4ccc(Cl)cc4)CC3)c12
[5] CCC(CC)c1nn2cc(-c3ccccc3)nc2s1
[6] O=C1CCn2nc(-c3ccc(Cl)cc3)cc2N1
[7] O=C(CCN1C(=O)/C(=C/c2ccc(Cl)cc2)SC1=S)Nc1ccc(C(=O)O)cc1
[8] CCC1C(C#N)=C(N)OC2=C1C(=O)CC(C)(C)C2 (centres undefined)
Screen / compound no.,1,2,3,4,5,6,7,8
TDP1 block,5%,5%,1%,7%,0%,0%,·,8%
KAT2A inh,-2%,-2%,-5%,-8%,-10%,-7%,-9%,-1%
TDP1 cell noCPT,-4%,-1%,?,?,-11%,-16%,-4%,-10%

[9] Oc1ccc(/C=N/NC(=S)NCCN2CCOCC2)c(O)c1
[10] O=C(Nc1nnc(-c2ccc(F)cc2)o1)c1ccco1
[11] COc1ccc(/C=C2/SC(=O)N(CCNC(=O)C3CCCN3C(=O)c3cccs3)C2=O)cc1 (centres undefined)
[12] O=[N+]([O-])c1ccccc1/C=N/Nc1nc(N2CCCC2)nc(N2CCCC2)n1
[13] CCCC(NC(=O)Cc1c(C)c2cc3c(C)c(C)oc3c(C)c2oc1=O)C(=O)N[C@@H](Cc1ccccc1)C(=O)O (some centres undefined)
[14] CC1CCN(S(=O)(=O)c2ccc3nc(NCc4ccc(N(C)C)cc4)ccc3c2)CC1
[15] CC(C)(CO)NC(=S)NCc1ccco1
[16] Cc1ccc(S(=O)(=O)NCc2ccc(C(=O)N(C)CCC#N)cc2)cc1
Screen / compound no.,9,10,11,12,13,14,15,16
TDP1 block,5%,·,-1%,9%,·,11%,-11%,3%
KAT2A inh,-8%,-6%,-12%,-18%,?,1%,-3%,0%
TDP1 cell noCPT,?,?,?,?,-5%,12µM*,-3%,0%

# 5 entries out of the list, sorted by formula weight, descending:
[13] CCCC(NC(=O)Cc1c(C)c2cc3c(C)c(C)oc3c(C)c2oc1=O)C(=O)N[C@@H](Cc1ccccc1)C(=O)O (some centres undefined)
[11] COc1ccc(/C=C2/SC(=O)N(CCNC(=O)C3CCCN3C(=O)c3cccs3)C2=O)cc1 (centres undefined)
[16] Cc1ccc(S(=O)(=O)NCc2ccc(C(=O)N(C)CCC#N)cc2)cc1
[9] Oc1ccc(/C=N/NC(=S)NCCN2CCOCC2)c(O)c1
[10] O=C(Nc1nnc(-c2ccc(F)cc2)o1)c1ccco1
Screen / compound no.,13,11,16,9,10
TDP1 block,·,-1%,3%,5%,·
KAT2A inh,?,-12%,0%,-8%,-6%
TDP1 cell noCPT,-5%,?,0%,?,?

# Other structures follow.
[17] Nc1nnc(Cc2ccc(Cl)cc2Cl)s1
[18] Cc1ccc(C)c(NC(=O)CCS(=O)(=O)c2cccc3nsnc23)c1
[19] O=S(=O)(NCCC1=CCCCC1)c1ccccc1Cl
[20] CC1(C)NC(=O)N(CC(O)CN2CCOCC2)C1=O (centres undefined)
[21] CCC1CCCCN1S(=O)(=O)c1ccc(NC(=O)C2CCN(C(=O)c3ccco3)CC2)cc1 (centres undefined)
[22] O=C(c1cc(-c2ccco2)on1)N1CCN(C(c2ccccc2)c2ccccc2)CC1
[23] O=C1CN(C(=O)COc2ccc(Cl)cc2Cl)C(c2ccccc2)c2cc(F)ccc2N1 (centres undefined)
[24] COc1ccc(OC)c(C2=NO[C@@H]3C(=O)N(c4cc(Cl)ccc4OC)C(=O)[C@H]23)c1
Screen / compound no.,17,18,19,20,21,22,23,24
TDP1 block,-2%,6%,-10%,2%,·,5%,3%,7%
KAT2A inh,·,4%,0%,-24%,-7%,-7%,-5%,-20%
TDP1 cell noCPT,-10%,-8%,-28%,1%,?,16µM*,?,-17%

[25] COc1ccc(CNC(=O)CCc2c(C)nn(-c3ccc(N4CCCC4)nn3)c2C)cc1
[26] Cc1ccc(OCC(=O)Nc2cccc(OCc3cc(=O)n4ccccc4n3)c2)cc1C
[27] CS(=O)(=O)c1cnc(-c2ccccc2)nc1Oc1ccc(Cl)cc1
[28] Cc1cc(C)c2[nH]c(=O)c(CN(CC3CCCO3)C(=O)c3cnccn3)cc2c1 (centres undefined)
[29] Cc1ccc(C)c(N(C(=O)c2csnn2)C(C(=O)NC2CCCCC2)c2ccncc2)c1 (centres undefined)
[30] Cc1ccc(C)c(SCC(=O)NCC(c2ccco2)N2CCCCC2)c1 (centres undefined)
[31] Cc1ccc(-c2sc(C(=O)NN)c(C)c2C#N)cc1
[32] CN(C)CCN(Cc1ccco1)C(=O)c1cc2c(s1)-c1ccccc1OC2
Screen / compound no.,25,26,27,28,29,30,31,32
TDP1 block,5%,-3%,3%,8%,-2%[0.0935 µM],·,1%,6%
KAT2A inh,-9%,-7%,2%,-8%,-1%,-2%,-4%,-15%
TDP1 cell noCPT,?,-10%,-3%,-27%,-22%,21µM*,?,16µM*

[33] O=[N+]([O-])c1cccc(N=Cc2sc3ccccc3c2O)c1
[34] CCc1ccc(CNC(=O)C2COc3ccccc3C2)cc1 (centres undefined)
[35] CCOC(=O)c1[nH]c(C)c(C(=O)N2CCN(c3ccccc3)CC2)c1C
[36] CC1=C(CC(=O)c2ccc(Cl)cc2)C(=O)c2ccccc2C1=O
[37] Cc1ccc2nc(NC(=O)C3CCN(c4ncnc5sc(C)c(C)c45)CC3)sc2c1
[38] COc1ccc2c(c1OC)C(=O)N1C2SC(C)(C)[C@H]1C(=O)NC1CC1 (some centres undefined)
[39] Cc1cccc(C)c1NC(=O)c1ccc2c(c1)N(Cc1cccc(Cl)c1)C(=O)c1ccccc1S2=O (centres undefined)
[40] CCCSc1ccc([C@@H]2[C@@H]3C(=O)N(CC)C(=O)[C@@H]3[C@]3(C(=O)OC)CCCCN23)cc1
Screen / compound no.,33,34,35,36,37,38,39,40
TDP1 block,2%,8%,8%,-6%,2%,·,-4%,-2%
KAT2A inh,-15%,-1%,-3%,-3%,-5%,-17%,-10%,-7%
TDP1 cell noCPT,·,1%,?,16µM*,?,2%,·,21µM*

[41] COc1ccc(Cn2c(CNC(=O)c3ccc(N(C)C)cc3)nc3cccnc32)cc1
[42] COc1ccc(Nc2nc(C)nc3c2nnn3Cc2ccccc2)cc1OC
[43] CC(C)CC1(C)NC(=O)NC1=O (centres undefined)
[44] COCc1ccc([C@@H]2C[C@H]3CN(Cc4ccccc4C)C(=O)[C@]34CCCN24)o1
[45] COc1ccc(N2CCN(C(CNC(=O)C(=O)NCc3ccc(C)cc3)c3cccnc3)CC2)cc1 (centres undefined)
[46] O=C(Nc1cccnc1)c1cc(-c2cc(Cl)ccc2O)n[nH]1
[47] Cc1ccc(C(O)c2cccnc2)o1 (centres undefined)
[48] O=C(COC(=O)Cc1c(F)cccc1Cl)NCc1ccc2c(c1)OCO2
Screen / compound no.,41,42,43,44,45,46,47,48
TDP1 block,8%,-3%,3%,3%,1%,·,4%,0%
KAT2A inh,4%,?,-14%,1%,-1%,-5%,0%,-7%
TDP1 cell noCPT,-14%,23µM*,2%,-3%,7.3µM*,?,8%,3%

[49] O=C(CCN1C(=O)c2cccnc2C1=O)NC1CCCCCC1
[50] CCN1C(=O)c2ccccc2Sc2ccc(C(=O)NCCCN3CCOCC3)cc21
[51] O=C(CN1CCCCC1)Nc1cccc(-n2cnnn2)c1
[52] COc1cccc(-c2cncnc2NCCc2c[nH]c3ccc(OC)cc23)c1
[53] CN1C(=O)N(C)C2C1N(CN1CCCCC1)C(=O)N2CN1CCCCC1 (centres undefined)
[54] CC(=O)N1N=C(c2ccc(C)cc2)OC1c1cccnc1 (centres undefined)
[55] O=C(Nc1cccnc1)c1ccc(-c2ccccc2)cc1
[56] Cc1ccc(CNC(=O)c2cc3c(=O)n4cccc(C)c4nc3n(CC3CCCO3)c2=N)cc1 (centres undefined)
Screen / compound no.,49,50,51,52,53,54,55,56
TDP1 block,3%,0%,0%,·,8%,2%,0%,4%
KAT2A inh,-3%,2%,-1%,-22%,-4%,-23%,-1%,-6%
TDP1 cell noCPT,1%,-23%,-1%,21µM*,?,-23%,?,·

[57] Cn1c(SCc2ccc(Br)cc2)nc2ccccc2c1=O
[58] CC(=O)C1=C(O)C(=O)N(CCO)C1c1ccccc1 (centres undefined)
[59] CCOc1ccc(CC(=O)N2CCC3(CC2)NCCc2[nH]cnc23)cc1
[60] Cc1cccc(N2CC(C(=O)NCCC3=CCCCC3)CC2=O)c1C (centres undefined)
[61] CCOC(=O)N1CCC(NCc2c(C(=O)N(C)Cc3ccccc3)nc3ccccn23)CC1
[62] C=CCN(CC=C)C(=S)Nc1ccc2nsnc2c1
[63] CC(=O)N/N=C/c1ccc([N+](=O)[O-])o1
[64] COc1ccc(C(CCNCc2ccc(N(C)C)cc2)c2ccccc2OC)cc1 (centres undefined)
Screen / compound no.,57,58,59,60,61,62,63,64
TDP1 block,·,2%,2%,0%,0%,3%,·,·
KAT2A inh,-6%,-4%,2%,-1%,-11%,-18%,-15%,-7%
TDP1 cell noCPT,12µM*,12%,-1%,?,3%,?,21µM*,15µM*

[65] CCN(CC)C(=O)c1c(Cl)nc(C)c([N+](=O)[O-])c1C
[66] CCOC(=O)COc1ccc2c(C)c(CCN(CC)CC)c(=O)oc2c1Cl
[67] CCC1(C)Cc2ccccc2-c2c1c(=O)n(-c1ccc(C)cc1)c1nnnn21 (centres undefined)
[68] COc1ccc(-c2nc(N)n[nH]2)cc1OC
[69] CCCc1cc(=O)[nH]c2nnc(SCCC(C)C)n12
[70] CCN(CC)S(=O)(=O)c1ccc(N2CCCC2)c(NS(=O)(=O)c2ccccc2)c1
[71] CC1=NOC(=O)/C1=C/c1ccc(-c2ccc(Cl)cc2)o1
[72] CCc1cc(-c2[nH]ncc2-c2ccc(OC)cc2)c(O)cc1O
Screen / compound no.,65,66,67,68,69,70,71,72
TDP1 block,5%,8%,5%,2%,3%,1%,-1%,·
KAT2A inh,1%,5%&-15%,-5%,-19%,0%,-7%,-16%,-18%
TDP1 cell noCPT,-15%,?,?,-19%,2%,?,·,18µM*

[73] CN1CC(=O)N(CCOc2ccccc2)C1=O
[74] CCCCOc1ccc(C(=O)NCC(=O)N2CC(C)OC(C)C2)cc1 (centres undefined)
[75] N#Cc1ccsc1NC(=O)CN1CCN(c2ccc(O)cc2)CC1
[76] Cc1ccc(C(=O)CCC(=O)NC2CCCC(C)C2C)cc1 (centres undefined)
[77] O=C(COc1ccc2c3c(c(=O)oc2c1)CCC3)N1CCN(c2ccccc2)CC1
[78] COc1ccc(N(CC(=O)N2CCN(c3cccc(Cl)c3)CC2)S(=O)(=O)c2c(C)noc2C)cc1
[79] CC1(C)Cc2ccccc2-c2nc(NCCO)n(-c3ccccc3)c(=O)c21
[80] CC1(C)Cc2cccc(OCC(O)CN3CCN(c4ccccn4)CC3)c2O1 (centres undefined)
Screen / compound no.,73,74,75,76,77,78,79,80
TDP1 block,3%,1%,8%,0%,7%,4%&5%,10%,2%[56.1 µM]
KAT2A inh,-7%,0%,19%,2%,-4%,-28%&-7%,-22%,4%
TDP1 cell noCPT,-9%,-23%,10µM*,4%,?,18µM*,18µM*,-29%

[81] COc1ccccc1CNC(=O)c1sccc1C
[82] Cc1ccc(CNC(=O)C(=O)NCC(c2ccco2)S(=O)(=O)c2ccc(C)cc2)cc1 (centres undefined)
[83] Oc1ccc[n+](CCCCC[n+]2cccc(O)c2)c1
[84] CC12CNCC(C)(CN(C(c3ccccc3)c3ccccc3)C1)C2
[85] COCCCNC(=O)c1ccc(C(=O)NCCCOC)cc1
[86] O=C(Nc1nnc(C2CC2)s1)c1cccnc1Oc1ccc(Cl)cc1
[87] Cc1ccc(NC(=O)Cn2nnc(C(=O)Nc3ccc(C)c(C)c3)c2N)cc1
[88] O=S(=O)(c1ccc2ccccc2c1)N1CCN(CCO)CC1
[89] O=C(Nc1nc(-c2cc(Cl)sc2Cl)cs1)c1ccc(Br)s1
[90] CC(C)N(C(=O)CSc1nnc(-c2ccc3c(c2)OCO3)n1C)C(C)C
Screen / compound no.,81,82,83,84,85,86,87,88,89,90
TDP1 block,4%[0.0935 µM],8%,·,0%,0%,4%,-3%,·,3%,1%
KAT2A inh,0%,-4%,-10%,0%,0%,-2%,-1%,0%,-2%,-4%
TDP1 cell noCPT,-4%,-8%,-4%,13µM*,-9%,-20%,-14%,1%,16µM*,-3%

# Not all compounds are listed; the hit share may differ from the screen's.
